# CHRM1 antagonist – human M1 muscarinic receptor antagonists, primary screen, CHO-K1 cells, Fluo-8 calcium fluorescence, 1536-well; Muscarinic acetylcholine receptor M1 (Homo sapiens), P11229; CHO-K1 hM1, ACh EC80 antagonist; inhibition, % at 3 µM; hit rate 1.3% among 360,000; AID 588852, 2011;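 active means percent inhibition above its own plate's cutoff, namely the mean of that plate's compound wells plus 3 SD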;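 further: peak over basal fluorescence ratio during 140 s after agonist addition; 0% = ACh EC80 plus DMSO and 100% = DMSO alone without agonist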
# Target sequence (P11229 whole entry, looked up): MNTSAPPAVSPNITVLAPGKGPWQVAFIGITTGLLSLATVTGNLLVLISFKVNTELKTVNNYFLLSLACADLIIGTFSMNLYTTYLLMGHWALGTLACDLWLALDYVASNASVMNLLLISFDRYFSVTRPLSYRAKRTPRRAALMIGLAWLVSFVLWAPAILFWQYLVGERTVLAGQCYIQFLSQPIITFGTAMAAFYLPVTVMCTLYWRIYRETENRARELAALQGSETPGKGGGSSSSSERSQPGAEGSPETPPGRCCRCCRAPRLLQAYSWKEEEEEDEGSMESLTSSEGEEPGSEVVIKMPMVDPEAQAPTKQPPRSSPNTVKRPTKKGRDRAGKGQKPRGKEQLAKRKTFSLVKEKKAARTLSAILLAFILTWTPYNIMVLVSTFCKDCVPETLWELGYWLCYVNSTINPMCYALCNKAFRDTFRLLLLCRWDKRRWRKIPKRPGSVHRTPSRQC
# CHRM1 PAM – human M1 muscarinic receptor positive allosteric modulators, primary screen, CHO-K1 cells, Fluo-8 calcium fluorescence, 1536-well | Muscarinic acetylcholine receptor M1 (Homo sapiens), P11229 | CHO-K1 hM1, ACh EC20; 0% = ACh EC20, 100% = maximal ACh | activation, % at 3 µM | hit rate 0.088% among 360,000; in the data active means activation above about 19%, passing the limit was not always enough
# CHO-K1 Ca antag – counter-screen for M1 antagonists: effect in parental CHO-K1 cells; AID 602250; ATP-induced calcium, Fluo-8 fluorescence; hit rate 0.6% among 360,000; inhibition, % at 3 µM;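 active means inhibition above a per-plate cutoff, the plate's mean sample inhibition plus 3 SD, cut at about 24% in these data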;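 further: 0% = DMSO plus EC80 ATP and 100% = DMSO alone without ATP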
# CHO-K1 Ca ag – counter-screen for M1 agonists: effect in parental CHO-K1 cells; Fluo-8 calcium fluorescence; scaled to maximal ATP response, vehicle zero; activation, % at 3 µM; hit rate 0.48% among 360,000; AID 602248, 2012; in the data active means activation above about 15%;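 further: untransfected CHO-K1 host cells lacking M1 receptor as counterscreen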
# CHRM4 antagonist – human M4 muscarinic receptor antagonists, primary screen, CHO cells, Fluo-8 calcium fluorescence; AID 624125, 2012; inhibition, % at 3 µM; hit rate 0.73% among 360,000; CHO-hM4 cells, ACh EC80; Muscarinic acetylcholine receptor M4 (Homo sapiens), P08173;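 active means inhibition above its plate's cutoff, the mean inhibition of sample wells plus 3 SD, cut at about 27% in these data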;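 further: 0% = acetylcholine EC80 with DMSO and 100% = DMSO without agonist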
# M4 ag – human M4 muscarinic receptor agonists, primary screen, CHO-K1 cells, Fluo-8 calcium fluorescence; Muscarinic acetylcholine receptor M4 (Homo sapiens), P08173; CHO-K1 hM4/Gqi5; vehicle 0%, full acetylcholine response 100%; activation, % at 3 µM; hit rate 0.14% among 360,000; AID 624127, 2012;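 active means activation above the run mean over all test wells plus 3 SD, cut at about 32% in these data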;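 further: peak over basal fluorescence ratio per well then scaled between controls; 0% = DMSO wells and 100% = acetylcholine at EC100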
# CHRM1 agonist – human M1 muscarinic receptor agonists, primary screen, Fluo-8 calcium fluorescence, CHO-K1 cells, HTS; CHO-K1 hM1, agonist mode; 0% DMSO, 100% acetylcholine EC100; activation, % at 3 µM; hit rate 0.33% among 360,000;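 active means activation above the run's mean compound activation plus 3 SD, cut at about 16% in these data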;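 further: peak over basal fluorescence ratio within a 140 s kinetic read after compound addition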
# CHO parental Ca – ATP-evoked calcium signal inhibitors, parental CHO, primary screen, counter-screen for OX1R antagonist project, cell-based, fluorescence, Fluo-8 calcium dye. parental CHO-K1, ATP-induced calcium, Fluo-8 fluorescence. inhibition, % at 5.6 µM. hit rate 0.63% among 330,000. AID 463079, 2010;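 active means inhibition above that plate's mean sample inhibition plus 3 SD, cut at about 26% in these data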;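 further: 0% = ATP-challenged DMSO wells and 100% = DMSO wells without ATP; some compounds past the cut are filed as inactive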
#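 Assay system: parental CHO cells; Read-out basis: percent inhibition of ATP-evoked calcium rise, normalized to controls; Benchmarks: ATP and no-ATP DMSO wells; Compound dosing: single nominal dose of 5.6 µM per compound; Signal: Fluo-8 calcium dye fluorescence; Also added: ATP as calcium-mobilizing challenge; Repeats: singlicate.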
# OXTR potentiator – human OXTR potentiators, primary screen, fluorescence, CHO-OTR cells, Fluo-8 calcium; Oxytocin receptor (Homo sapiens), P30559; Fluo-8 calcium fluorescence, potentiator mode; 0% = oxytocin EC15, 100% = EC100; activation, % at 3 µM; hit rate 0.061% among 320,000;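 active means activation above that plate's cutoff, the mean activation of tested compounds plus 3 SD, cut at about 6.6% in these data, passing the limit was not always enough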;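 further: 100% uses oxytocin at 75 nM as the full agonist control; some results filed as inactive read as strong as hits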
# Target sequence (P30559 whole entry, looked up): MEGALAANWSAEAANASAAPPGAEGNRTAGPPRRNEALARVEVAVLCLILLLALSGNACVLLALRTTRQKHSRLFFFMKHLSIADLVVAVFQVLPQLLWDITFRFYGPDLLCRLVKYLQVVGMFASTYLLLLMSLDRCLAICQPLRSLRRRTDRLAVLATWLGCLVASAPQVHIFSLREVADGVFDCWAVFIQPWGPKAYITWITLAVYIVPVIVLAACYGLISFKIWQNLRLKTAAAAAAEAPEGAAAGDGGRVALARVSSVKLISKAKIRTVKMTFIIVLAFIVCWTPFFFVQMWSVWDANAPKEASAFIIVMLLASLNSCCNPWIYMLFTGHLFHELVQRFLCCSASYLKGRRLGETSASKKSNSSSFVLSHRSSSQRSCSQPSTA
#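 assay system = CHO-OTR cells, human receptor | schedule = compound 6 min at room temperature before oxytocin, 100 s read | detection = Fluo-8 intracellular calcium fluorescence, ex 470-495, em 515-575 nm | evaluation = normalized max/min fluorescence ratio, % activation | control set = EC15 oxytocin alone as 0%, 75 nM oxytocin (EC100) as 100%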
# Starred values were filed as active, the others as inactive; x = no result given.
SMILES,CHRM1 antagonist,CHRM1 PAM,CHO-K1 Ca antag,CHO-K1 Ca ag,CHRM4 antagonist,M4 ag,CHRM1 agonist,CHO parental Ca,OXTR potentiator
CN(C)CCCNC(=O)C(=O)NCC1OCCN1S(=O)(=O)c1cc(F)ccc1F (stereo not given),3,-1,14,0.1,11,0,-6,-6,-1
Cc1cccc(NC(=S)NNC(=S)NCc2ccccc2)c1,-3,-1,3,0.0,3,-1,-6,-9,-3
CCN(CC)CCCNC(CC(=O)Nc1cccc([N+](=O)[O-])c1)C(=O)O (stereo not given),-6,6,-2,0.6,7,1,-6,-8,0
CCCCCCn1c(SCC(=O)c2c(N)n(C)c(=O)n(C)c2=O)nc2ccccc21,-7,5,8,-0.2,0,0,-4,-18,-5
Cc1nc(CN2CCN(S(=O)(=O)c3c(Cl)cc(Br)cc3Cl)CC2)cs1,-11,9,6,2.0,1,2,-1,x,x
CCCc1c(-c2ccc(F)cc2)ncn1Cc1ccccc1OC,x,x,-22,0.7,1,0,x,x,x
COC(=O)c1sc(S(=O)(=O)Nc2ccc(C)c(C)c2)c(C(=O)OC)c1C,-6,7,-4,-0.3,0,-2,-7,-6,-14
Cc1ccc(C(=O)N/C(=C\c2sccc2C)C(=O)NCCCN2CCOCC2)cc1,-1,13,4,-0.7,-9,1,-2,-5,-8
O=C(CCc1nnc(-c2ccccc2)o1)c1ccc(Cl)cc1,-11,5,-19,0.9,13,2,-3,26,-2
N#Cc1cc(C#N)c(SCC(=O)NCC2CCCO2)nc1N (stereo not given),-1,7,-13,0.7,-2,3,-1,0,2
O=C(Nc1ccc(-c2cnco2)cc1)c1ccccc1,-3,-3,5,0.2,-1,1,-4,-20,-7
CSc1ccccc1C(=O)NCC(c1ccco1)N(C)C (stereo not given),-5,7,0,1.0,8,0,-9,-8,4
CCC(C)N(C(=O)Cn1c(Cl)nc2c1c(=O)n(C)c(=O)n2C)C1CCS(=O)(=O)C1 (stereo not given),-5,1,7,0.5,-4,2,2,9,-5
COc1ccc(CNC(=O)CN(c2ccc(OC)cc2)S(=O)(=O)c2c(C)[nH]c(=O)[nH]c2=O)cc1,-18,15,-11,0.9,-2,1,0,4,-11
COc1ccc(C)cc1NC(=O)NCCC1=CCCCC1,3,-6,-17,-0.7,13,0,-6,-21,-2

# As entered above:
# COC(=O)c1sc(S(=O)(=O)Nc2ccc(C)c(C)c2)c(C(=O)OC)c1C in CHRM1 antagonist: -6
# O=C(Nc1ccc(-c2cnco2)cc1)c1ccccc1 in CHRM1 PAM: -3
# Cc1cccc(NC(=S)NNC(=S)NCc2ccccc2)c1 in OXTR potentiator: -3
# N#Cc1cc(C#N)c(SCC(=O)NCC2CCCO2)nc1N (stereo not given) in CHO-K1 Ca antag: -13

# A different layout for part of the listing above:
mol	CHRM1 antagonist	CHRM1 PAM	CHO-K1 Ca antag	CHO-K1 Ca ag	CHRM4 antagonist	M4 ag	CHRM1 agonist	CHO parental Ca	OXTR potentiator
Cc1ccc(C(=O)N/C(=C\c2sccc2C)C(=O)NCCCN2CCOCC2)cc1	-1	13	4	-0.7	-9	1	-2	-5	-8
O=C(CCc1nnc(-c2ccccc2)o1)c1ccc(Cl)cc1	-11	5	-19	0.9	13	2	-3	26	-2
Cc1nc(CN2CCN(S(=O)(=O)c3c(Cl)cc(Br)cc3Cl)CC2)cs1	-11	9	6	2.0	1	2	-1	x	x
CCCCCCn1c(SCC(=O)c2c(N)n(C)c(=O)n(C)c2=O)nc2ccccc21	-7	5	8	-0.2	0	0	-4	-18	-5
COc1ccc(CNC(=O)CN(c2ccc(OC)cc2)S(=O)(=O)c2c(C)[nH]c(=O)[nH]c2=O)cc1	-18	15	-11	0.9	-2	1	0	4	-11

# Next part
SMILES,CHRM1 antagonist,CHRM1 PAM,CHO-K1 Ca antag,CHO-K1 Ca ag,CHRM4 antagonist,M4 ag,CHRM1 agonist,CHO parental Ca,OXTR potentiator
Cc1ccc(C)c(NC(=S)NNC(=O)c2sccc2C)c1,-3,4,-6,0.9,2,2,-3,-9,-3
COC(=O)c1ccccc1NC(=O)C1CCN(C(=O)N2CCOc3ccccc32)CC1,3,-1,15,5.3,-2,13,0,-21,-3
CCC(C)(C)NC(=O)CN(C(=O)c1csnn1)c1cccc2c1CCCC2,-9,11,-14,0.9,-2,0,0,-5,-6
Cc1cccc(N(C(=O)CNC(=O)c2ccco2)C(C(=O)NC2CCCC2)c2ccncc2)c1 (stereo not given),-22,1,-6,0.0,-14,0,-5,-1,-8
CCCOc1ccccc1N/C(=N/c1nc(C)cc(C)n1)NC(=O)Nc1ccc(Cl)cc1,-2,4,14,-0.3,1,1,-2,4,-8
N#CCCN(C(=S)NC(=O)C1CCCCC1)c1ccccc1F,-6,2,-5,-0.1,-9,1,-1,-2,-4
CC(C)(C)NC(=O)c1ccc(NC(=O)C2COc3ccccc3O2)cc1 (stereo not given),5,1,-3,1.6,4,5,-1,-11,-17
O=C(Nc1ccc(Br)cc1)c1ccco1,-26,13,-12,1.0,-9,3,1,-10,-4
COc1cc(NS(=O)(=O)N2CCCC2)cc(OC)c1OC,-7,3,-8,0.5,-3,3,-4,-5,-2
CC(Sc1nc2scc(-c3ccccc3)c2c(=O)[nH]1)C(=O)NC(N)=O (stereo not given),-1,5,-10,1.0,-7,0,-5,7,-4
Cc1c(C(=O)OC(C)C)sc(NC(=O)C2CCCO2)c1C(=O)OC(C)C (stereo not given),-3,4,-2,-0.1,-6,1,-4,-27,-4
O=C(OC(C(=O)NCc1ccccc1)c1ccccc1F)c1ccco1 (stereo not given),3,-2,-5,1.2,10,1,-7,-24,-1
CCC(=O)c1c(NC(C)C)cc(C)oc1=O,-8,7,3,-0.1,4,1,-2,-7,1
CCNc1nc(Oc2ccccc2)nc(OC(C)C(=O)OCC)n1 (stereo not given),-1,-5,10,0.7,4,1,-3,-17,-7
COC(=O)c1ccc(CN2CCC(CO)(Cc3ccc(OC)cc3)CC2)cc1,53*,-22,4,-0.2,32*,5,0,-23,-5
CCS(=O)(=O)N1N=C(c2ccc(NS(C)(=O)=O)cc2)CC1c1ccccc1 (stereo not given),-5,7,-7,3.8,10,2,-5,1,-2
CC1=[N+](C)c2c(ccc3cccnc23)C1(C)C,29,-19,34*,16*,35*,13,-10,x,x
Cc1noc(C)c1CSCC(=O)Nc1ccc(S(C)(=O)=O)cc1,15,-4,4,0.1,-5,1,-4,-6,-2
Cc1ccc(NC(=S)Nc2ccc(OC(F)F)c(Cl)c2)cc1F,24*,-19,6,12,-1,13,-3,-2,-20
CC(=O)Nc1sc(C)c(C)c1C(=O)OCCOc1ccccc1,-16,6,-14,-0.1,-10,0,-6,-33,-13
COc1cc(C(=O)N/N=C\c2ccccc2)c([N+](=O)[O-])c(OC)c1OC,-12,14,5,0.0,-15,-1,1,-22,-12
CCOc1ccccc1NC(=O)Nc1cccc(S(N)(=O)=O)c1,-7,13,-9,0.6,4,2,-1,-5,-9
CCOc1ccc(NC(=O)COC(=O)c2cccnc2)cc1,6,0,2,0.2,-18,1,-2,-3,-6
CCC(=C/c1sc2ccc3ccccc3c2[n+]1C)/C=C1\Sc2ccc3ccccc3c2N1C,-8,9,9,0.0,14,1,-3,80*,-8
Cc1ccc(-c2ocnc2C(=O)Nc2ccccc2NC(=O)c2ccccn2)cc1,-15,11,-19,0.7,0,3,-5,-22,-8
Cc1ccoc1C(=O)NCc1occc1C(=O)O,1,3,0,-0.1,-10,0,-2,-7,-2
CN(C)/C=C(\C#N)S(=O)(=O)c1ccc(Cl)cc1,-18,14,-11,0.1,-20,1,-3,-14,3
Cc1ccc(NC(=O)CN2C(=O)NC(Cc3c[nH]c4ccccc34)C2=O)cc1 (stereo not given),-13,12,-6,-0.7,1,1,-1,-10,-5
COc1cc(/C=C2/SC(=O)NC2=O)ccc1OC(=O)c1ccco1,-3,2,-7,2.0,-5,0,-3,4,-6
CC(C)(C)c1cc(C(=O)N2CCc3ccccc3C2)ccn1,-10,17,-3,0.6,3,0,-3,-2,-12

# Shown with tabs: part of the list above
mol	CHRM1 antagonist	CHRM1 PAM	CHO-K1 Ca antag	CHO-K1 Ca ag	CHRM4 antagonist	M4 ag	CHRM1 agonist	CHO parental Ca	OXTR potentiator
COC(=O)c1ccc(CN2CCC(CO)(Cc3ccc(OC)cc3)CC2)cc1	53*	-22	4	-0.2	32*	5	0	-23	-5
Cc1ccc(NC(=O)CN2C(=O)NC(Cc3c[nH]c4ccccc34)C2=O)cc1 (stereo not given)	-13	12	-6	-0.7	1	1	-1	-10	-5
Cc1ccoc1C(=O)NCc1occc1C(=O)O	1	3	0	-0.1	-10	0	-2	-7	-2

# (list continues)
SMILES,CHRM1 antagonist,CHRM1 PAM,CHO-K1 Ca antag,CHO-K1 Ca ag,CHRM4 antagonist,M4 ag,CHRM1 agonist,CHO parental Ca,OXTR potentiator
CC(C)=CCN1CCN(Cc2ccc(N3CCNC3=O)cc2)CC1CCO (stereo not given),-2,4,-9,0.9,-3,1,-6,-12,-7
COc1ccc(CC(NC(C)=O)C(=O)NC2CCN(S(=O)(=O)c3cccc4ccccc34)CC2)cc1OC (stereo not given),2,2,-15,1.4,1,0,-7,-17,-1
COc1cc2c(cc1OC)CN(C(=O)c1ccc(Br)o1)CC2,-7,4,-7,0.2,11,1,-1,-18,-8
CCn1cc(C(=O)NC2CCCCCC2)c(=O)c2ccc(C)nc21,-1,11,-3,-0.1,-3,1,5,-3,-9
CC(C)(COC(=O)Nc1ccccc1)COC(=O)Nc1ccccc1,3,6,3,-0.8,-7,3,-9,-11,-10
O=C1CC(=O)OC(c2ccc([N+](=O)[O-])cc2)O1,-7,4,-6,0.3,-7,1,-3,x,x
CCOC(=O)C1CCCN(C(=O)c2cccc(S(=O)(=O)N3CC(C)OC(C)C3)c2)C1 (stereo not given),-5,-1,-13,2.0,-5,5,8,5,-11
COc1ccc(NC(=O)c2coc(C)c2)cc1,-9,6,-13,0.8,-21,1,-3,-6,-1
O=C(Nc1ccc(F)c(F)c1)c1ccc(-n2cncn2)c([N+](=O)[O-])c1,-8,14,-10,4.5,-8,14,5,4,-9
CCN(CC)C(=O)c1ncn(C)c1C(=O)N(CC)CC,-4,2,-7,0.8,1,1,-6,-4,-4
